Compound activity as filed in PubChem.
Tb PGK inh: T. brucei PGK inhibition; P07378; PGK/GAPDH coupled, Kinase-Glo luminescence, 60 min; Potency, µM (top dose mostly 57.5 µM), for the others: at the highest dose activity change, negative = inhibition, most hits filed as inhibitors; hit rate 0.043% among 380,000; note: potency is the fitted concentration of half-maximal effect; % is set by controls: 0 for no effect and ±100 for the full control effect; nearly all actives have a fitted effect of over 60% in size
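Recombinant glycosomal PGK reaction used 1,3-bisphosphoglycerate generated in-well by GAPDH (100nM final) in 100mM TEA pH 7.6, 5mM MgCl2, 0.01% Tween-20. After 60 minutes at room temperature, ATP was read by Kinase-Glo Plus luminescence end-point.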
IDH1 R132H inh: human IDH1 R132H inhibition; IDH1-R132H enzyme, NADPH consumption, diaphorase/resazurin fluorescence; O75874; hit rate 0.093% among 390,000; Potency, µM (doses to about 76.6 µM), inactives show at the top dose activity change, negative = inhibition, actives largely listed as inhibitors; AID 602179; note: potency is the fitted concentration of half-maximal effect; % is set by controls: 0 for no effect and ±100 for the full control effect; nearly all actives have a fitted effect of over 65% in size
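IDH1-R132H (0.5 ug/mL dispensed) in pH 7.5 Tris buffer was preincubated 30 min with compound, then given a substrate mix of 0.016 mM NADPH and 2 mM alpha-KG for 80 min at room temperature; remaining NADPH was read by diaphorase/resazurin fluorescence.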
rTrxR1 inhibitor: inhibitors of rat thioredoxin reductase 1; hit rate 1% among 390,000; Potency, µM (highest dose often 114 µM), for inactives: top-dose activity change, negative = inhibition, actives largely listed as inhibitors; AID 588453; O89049; recombinant rTrxR1, NADPH fluorescence consumption, selenite substrate; note: potency is the fitted concentration of half-maximal effect; % is set by controls: 0 for no effect and ±100 for the full control effect; nearly all actives have a fitted effect of over 65% in size
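Rat TrxR1 (90 nM in the dispensed reagent) was pre-reduced with 400 uM NADPH for 5 min at room temperature, then incubated with compound for 15 min. After 400 uM selenite was added, NADPH fluorescence (Ex 340/Em 450 nm) was followed for 8 min.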
Pin1 inhibitor: human Pin1 inhibition | Q13526 | Pin1 FP peptide displacement, HiFluor488, 10 min | Potency, µM (titrated, usually from 115 µM), inactives show at the top dose activity, negative = inhibition, actives largely listed as inhibitors | hit rate 0.009% among 390,000 | AID 504891; active = well fitted inhibition curve with a large enough effect in the polarisation, with a control signal flat, not every such curve was filed as active; inconclusive = small, poorly fitted or top-dose-only effect, or effect the other way, or a change in a side signal; inactive = no such curve, though single readings can be large or run the other way; the % refers to the polarisation; note: potency is the fitted concentration of half-maximal effect; % is set by controls: 0 for no effect and ±100 for the full control effect
Target sequence (Q13526 whole entry, looked up): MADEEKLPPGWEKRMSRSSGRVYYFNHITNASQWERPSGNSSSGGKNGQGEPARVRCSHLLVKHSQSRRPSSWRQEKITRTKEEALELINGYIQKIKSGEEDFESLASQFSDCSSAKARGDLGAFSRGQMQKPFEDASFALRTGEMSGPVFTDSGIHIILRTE
USP1 inh: blocks the human USP1/UAF1 deubiquitinase complex | recombinant USP1/UAF1, Ub-Rhodamine cleavage fluorescence | Potency, µM (titrated, usually from 57.1 µM), for inactives: at the highest dose activity change, negative = inhibition, most hits filed as inhibitors | hit rate 0.23% among 390,000; note: potency is the fitted concentration of half-maximal effect; % is set by controls: 0 for no effect and ±100 for the full control effect; nearly all actives have a fitted effect of over 60% in size; inactives centre near -12
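Step one: compound is pinned into 1nM USP1/UAF1 in HEPES pH 7.8 buffer with TCEP. Step two: 15 min room-temperature incubation. Step three: Ub-Rho (150nM final) starts cleavage, tracked by fluorescence over six one-minute reads.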
PI4K2A block: inhibitors of human PI4K2A. Q9BTU6. purified PI4K2A, ADP-Glo luminescence, 1 h; hits give low values. activity change, negative = inhibition, % at 76.9 µM. hit rate 0.13% among 420,000. AID 1346378; in the data active = activity change below about -50%; inconclusive = mostly about -30% to -49%;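 note: -100% = wells without enzyme as full effect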
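ADP-Glo luminescence measured ADP generated by PI4K2A enzyme (4 ug/mL before mixing) with 1.2 mM PI substrate (pre-mix) and 300 microM ATP (pre-mix). Tris pH7.5 buffer with MgCl2, Triton X-100; 1 h reaction at ambient temperature.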
TrxR1 substrate: is turned over as a substrate by rat TrxR1. purified TrxR1 substrate turnover, NADPH consumption readout. O89049. Potency, µM (top dose mostly 114 µM), inactives show at the highest dose activity change, negative = substrate turnover. hit rate 0.01% among 390,000; note: potency is the fitted concentration of half-maximal effect; % is set by controls: 0 for no effect and ±100 for the full control effect; nearly all actives have a fitted effect of over 50% in size
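Rat TrxR1, dispensed at 90 nM, was prereduced with 400 uM NADPH (final) for 5 min at ~22 deg C, then incubated with compound 15 min before 400 uM selenite. A first-read NADPH fluorescence drop versus no-compound background flagged substrates.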
GLS inh: inhibitors of human glutaminase (GLS); GLS enzymatic activity, qHTS titration; O94925; hit rate 0.21% among 410,000; Potency, µM (doses to about 45.5 µM), for inactives: at the top dose activity change, negative = inhibition, usual class: inhibitors; AID 624170; note: potency is the fitted concentration of half-maximal effect; % is set by controls: 0 for no effect and ±100 for the full control effect
Target sequence (O94925 whole entry, looked up): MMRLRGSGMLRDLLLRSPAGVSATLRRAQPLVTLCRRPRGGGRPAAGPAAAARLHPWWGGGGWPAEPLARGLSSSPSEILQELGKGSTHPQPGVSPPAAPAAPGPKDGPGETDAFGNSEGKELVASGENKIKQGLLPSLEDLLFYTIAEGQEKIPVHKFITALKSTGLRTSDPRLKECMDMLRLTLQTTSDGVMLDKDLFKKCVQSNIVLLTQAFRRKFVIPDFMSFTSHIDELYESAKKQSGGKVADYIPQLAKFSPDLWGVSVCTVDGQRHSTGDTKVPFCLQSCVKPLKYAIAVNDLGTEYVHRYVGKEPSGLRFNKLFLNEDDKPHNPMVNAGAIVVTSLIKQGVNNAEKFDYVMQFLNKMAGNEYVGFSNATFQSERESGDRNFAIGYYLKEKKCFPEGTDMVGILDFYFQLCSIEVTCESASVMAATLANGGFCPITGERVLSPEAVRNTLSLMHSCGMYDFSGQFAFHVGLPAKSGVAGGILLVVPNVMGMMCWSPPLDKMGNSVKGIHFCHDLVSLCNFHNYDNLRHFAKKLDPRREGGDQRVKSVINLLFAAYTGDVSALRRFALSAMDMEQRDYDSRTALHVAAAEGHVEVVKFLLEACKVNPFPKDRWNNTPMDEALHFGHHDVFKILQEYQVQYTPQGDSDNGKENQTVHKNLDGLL
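Read-out is an Amplex red fluorescence increase coupled through glutamate oxidase and HRP, measured before and after 30 min room-temperature incubation. hKGA is in 45 mM KH2PO4 (pH 8.2) with 0.02% Tween-20; glutamine added as 1mM solution.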
HP1b binding inh: blocks HP1-beta chromodomain binding to methylated histone tails; hit rate 0.56% among 390,000; Potency, µM (doses to about 114 µM), inactives show at the top dose activity change, negative = inhibition, most hits filed as inhibitors; AlphaScreen HP1-beta / biotin-H3K9me3 peptide binding; note: potency is the fitted concentration of half-maximal effect; nearly all actives have a fitted effect of over 70% in size; inactives centre near 23
Target sequence (P83916 whole entry, looked up): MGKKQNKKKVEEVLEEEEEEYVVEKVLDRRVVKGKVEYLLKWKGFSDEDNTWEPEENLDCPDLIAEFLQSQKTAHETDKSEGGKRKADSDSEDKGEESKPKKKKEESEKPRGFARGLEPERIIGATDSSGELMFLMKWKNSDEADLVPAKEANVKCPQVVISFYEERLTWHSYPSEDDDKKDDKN
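AlphaScreen: HP1-beta (50 nM) preformed 30 min with biotin-H3(1-18)K9me3 peptide (50 nM) in PBS pH 7.4, 0.01% Tween-20. Compound added for 30 min at RT, then streptavidin donor/nickel chelate acceptor beads (10 ug/mL) for 30 min.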
* marks the source's active call; other numbers are inactive results; i = inactive; ? = inconclusive; / = not tested or not shown; & = joins results of further samples; [ ] = dose if it differs, or a comment. Unless noted, calls come from the whole dose curve; as a rule, active = well fitted curve in the direction sought with a large enough effect; inconclusive = small, poorly fitted or top-dose-only effect, or another doubt; inactive = no such curve, though single readings can be large; an effect the other way counts as inactive or inconclusive. The list is partial, so the mix of outcomes need not match the whole.

| Pin1 inhibitor | IDH1 R132H inh | TrxR1 substrate | GLS inh | Tb PGK inh | PI4K2A block | HP1b binding inh | USP1 inh | rTrxR1 inhibitor | molecule |
| --- | --- | --- | --- | --- | --- | --- | --- | --- | --- |
| -4% | 10% | -8% | -7% | -4% | -2 | 47%[activator] | -12% | -4% | CC(C)CNc1nc(N)c([N+](=O)[O-])c(NCC2CCCO2)n1 (stereo unspecified) |
| ? | 4% | -2% | 6% | -10% | -2 | 14% | -1% | -7% | O=C(C[n+]1ccc2ccccc2c1)Nc1cc(C(F)(F)F)ccc1Cl |
| 0% | 3% | -4% | -11% | i | 2 | 50%[activator] | -9% | 7% | CCC(C)(C)NC(=O)C(c1ccc(C)o1)N(C(=O)c1csnn1)c1cccc(F)c1 (stereo unspecified) |
| -6% | -6% | -1%[57.1 µM] | 1% | -8% | 1 | ? | -14% | 7%[57.1 µM] | O=C(Oc1ccccc1C(=S)N1CCOCC1)c1ccc([N+](=O)[O-])cc1[N+](=O)[O-] |
| 4% | 7% | -2% | -11% | i | 2 | 48%[activator] | -20% | -3% | Cc1cc(C)nc(SCC(=O)OCN2C(=O)c3ccccc3C2=O)n1 |
| / | 12% | / | -5% | -8% | -4 | / | -28% | / | C[C@@H]1CN([C@@H](C)CO)S(=O)(=O)c2ccc(C#Cc3cccc(F)c3)cc2O[C@H]1CN(C)S(=O)(=O)c1cn(C)cn1 |
| 11% | 2% | -2% | 2% | 4% | 0 | 42%[activator] | -12% | 2% | Cc1ccc(C(=O)NCC(=O)NCC(c2cccs2)N2CCOCC2)cc1C (stereo unspecified) |
| 10% | -1% | 5%[57.1 µM] | -7% | -2% | -2 | 1% | -7% | 19%[57.1 µM] | CC(C)(C)NC(=O)c1ccc2c(c1)N(CC(=O)N1CCN(c3ccccc3F)CC1)C(=O)C(C)(C)O2 |
| -2% | 14% | 4% | -2% | -4% | 3 | 32% | -9% | 6% | CCCCNC(=O)CSc1nnc(Cc2ccccc2)n1CC1CCCO1 (stereo unspecified) |
| -1% | 15% | 22% | 4% | i | -6 | 56%[activator] | -30% | -13% | COc1cc2c(C#CCCO)c(-c3ccc(C#N)cc3)oc(=O)c2cc1OC |
| -1% | 0% | -3% | 1% | 5% | -2 | 29% | -1% | 5% | Cc1c(C(=O)Nc2ccc(S(=O)(=O)NCC3CCCO3)cc2)cccc1[N+](=O)[O-] (stereo unspecified) |
| -1% | -5% | 2%[57.1 µM] | 7% | -1% | 5 | 12% | -7% | 16%[57.1 µM] | COc1ccc(NS(=O)(=O)c2cccc(C(=O)N/N=C/c3ccccn3)c2)cc1 |
| -10% | -2% | 12% | 4% | 8% | 4 | 12% | -11% | 7% | CCCNC(=O)c1cc2ccccc2c(=O)o1 |
| 2% | 1% | 3% | 1% | 3% | -1 | 5% | -1% | 19% | Cc1ccccc1CNC(=O)CN1C(=O)c2ccccc2S1(=O)=O |
| -4% | 0% | -10% | -28% | 0% | 0 | 26% | -10% | -13% | COc1cc(C(=O)OC(C)C(=O)Nc2ccc3c(c2)OCO3)ccc1OCc1c(C)noc1C (stereo unspecified) |
| ? | -28% | -2% | -26% | -3% | -6 | -6% | ? | -2% | COc1cc2cc(CNc3ccccc3)c(=O)n(CC(=O)Nc3ccc(C)c(Cl)c3)c2cc1OC |
| 2% | 5% | 16% | 5% | -7% | -1 | 16% | ? | 29% | Cc1nc(CNS(=O)(=O)c2cccnc2)cs1 |
| -16%&5% | -3%&-2% | -10%&-3% | -11%&-5% | -8%&6% | 1&3 | 46%&43%[activator] | -21%&-32% | 3%&10% | CCOc1ccc(N(CC(=O)NCc2ccc(Cl)cc2)S(=O)(=O)c2c(C)noc2C)cc1 |
| -11% | 2% | -5% | 8% | -2% | -1 | 7% | 0% | -4% | COc1ccc(NC(=O)CCNC(=O)c2ccc([N+](=O)[O-])cc2)cc1S(=O)(=O)N1CCCCC1 |
| 0% | 3% | 9%[57.1 µM] | 14% | 0% | -5 | 17% | -12% | 9%[57.1 µM] | CNC(=O)C1CCN(S(=O)(=O)c2c(C)noc2/C=C/c2ccc(OC)cc2)CC1 |
| -4% | 4% | 6% | ? | -4% | -10 | ? | -11% | ? | Cc1cc(C)c(NC(=O)OCCN2CCOCC2)c(C)c1 |
| 3% | 0% | 12% | -1% | -8% | 4 | -9% | ? | ? | CCOC(=O)C1CCN(Cc2cc(Cl)c3ccccc3c2O)CC1 |
| -11% | -3% | -5% | 7% | -8% | 0 | 21% | -28% | -13% | CCOc1ccc(CN(C)C(=O)Cc2c[nH]c3ccccc23)cc1 |
| -1% | 7% | 0%[57.1 µM] | 5% | -12% | -3 | 19% | -3% | 3%[57.1 µM] | CCOC(=O)C(C(=O)OCC)N(C#N)c1nc(N(C)C)nc(N(C)C)n1 |
| -1% | -3% | 11%[57.1 µM] | 1% | 1% | -5 | 20% | -6% | 13%[57.1 µM] | Cc1cc(N2CCC(C(N)=O)CC2)nc(-c2ccccc2)n1 |
| -6% | -2% | -1%[57.1 µM] | 6% | -3% | 1 | 19% | -15% | 15%[57.1 µM] | CC(=O)N1c2ccc(S(=O)(=O)N3CCCCCC3)cc2CC1C(=O)NCc1ccccc1 (stereo unspecified) |
| 10% | 3% | 6%[57.1 µM] | 4% | i | -1 | -7% | -8% | 22%[57.1 µM] | Cc1sc2ncnc(SCC(=O)Nc3nc(-c4ccc(F)c(F)c4)cs3)c2c1C |
| / | -5% | / | 2% | -7% | 2 | / | ? | / | C[C@@H]1CN([C@@H](C)CO)C(=O)CCCn2nncc2CO[C@H]1CN(C)C(=O)c1ccc2ccn(C)c2c1 |
| 8% | 2% | 27% | -4% | -16% | -12 | 37% | -8% | -3% | Cc1ccc2nc(NC(=O)c3cccs3)sc2c1 |
| 0% | -11% | -4% | -8% | -5% | 6 | 20% | -2% | 2% | O=C(Nc1ncn[nH]1)c1cc([N+](=O)[O-])ccc1Cl |
| 12% | 0% | 4%[57.1 µM] | -11% | 9% | -10 | 3% | -15% | 17%[57.1 µM] | Cc1ccc(-n2cnc3cc(C(=O)NCc4ccccc4Cl)ccc32)c(C)c1 |
| 4% | 10% | -6%[57.1 µM] | 1% | -7% | -3 | -22% | -25% | 6%[57.1 µM] | COc1ccc(C[C@@H]2CN3C(=NC[C@@H]3C)N2CCNC(=O)c2ccc(C)c(Br)c2)cc1 |
| 1% | 2% | 5% | -6% | 25% | -1 | 30% | -18% | 17% | CCOC(=O)c1oc2ccc(S(=O)(=O)N3CCC(C)CC3)cc2c1C |
| -1% | -1% | -2% | 4% | -2% | -2 | 14% | -8% | 12% | Cc1ccccc1Cn1nnc(C(=O)Nc2cccc(C)c2C)c1N |
| ? | 10% | 1%[57.1 µM] | 1% | -5% | 0 | 20% | -1% | -14%[57.1 µM] | O=[N+]([O-])c1cnc2ccccc2c1 |
| 35%[activator] | -6% | 3% | -4% | i | -2 | 32% | -1% | 6% | CCOc1ccc(/C=C(\C#N)c2nc3ccccc3c(=O)[nH]2)cc1OC |
| -3% | 14% | -2% | 12% | -1% | 6 | 22% | -9% | -21% | O=C(NC(=S)N1CCCC1)c1ccc(Cl)cc1Cl |
| 4% | 0% | -1%[57.1 µM] | -8% | 5% | 0 | 38% | -17% | 1%[57.1 µM] | Cc1ccc(N2CC(C(=O)O)CC2=O)cc1 (stereo unspecified) |
| -6% | 0% | 4%[57.1 µM] | 3% | 0% | -15 | 40%[activator] | -20% | 3%[57.1 µM] | O=C(Oc1ccc(OC(=O)N2CCOCC2)cc1)c1ccccc1 |
| -5% | -5% | -6% | 9% | 0% | 4 | 34% | -12% | -5% | Cc1cc(C)n(CCc2nc3c4ccccc4nc(N4CCN(c5cccc(C)c5C)CC4)n3n2)n1 |
| 5% | 3% | 4% | 0% | -13% | 3 | -11% | -22% | 13% | CSc1ccc(S(=O)(=O)NCC(=O)OCCOc2ccccc2)cc1[N+](=O)[O-] |
| 0% | 3% | 9% | -7% | -6% | 2 | 28% | -19% | 27% | CN(C1CCCCC1)S(=O)(=O)c1ccc2c(c1)c(=O)c(C(=O)NCCc1ccc(Cl)cc1)cn2C |
| / | 5% | / | 1% | -6% | -3 | / | -4% | / | Nc1c(OS(=O)(=O)c2ccccc2)cccc1OS(=O)(=O)c1ccccc1 |
| 0% | -1% | -7% | -1% | 0% | 2 | 14% | -30% | 10%[57.1 µM] | CC(C)C(=O)N1CCN(c2ccccc2NC(=O)COc2ccccc2)CC1 |
| 9% | 3% | 2% | -7% | 4% | 0 | 50%[activator] | -6% | 3% | Cc1ccc(S(=O)(=O)NCCC(=O)NCc2ccc3c(c2)OCO3)cc1C |
| / | 8% | / | -4% | -9% | -2 | / | -23% | / | CN(Cc1c(F)cccc1Cl)C(=O)COC(=O)Cn1cnc2ccccc2c1=O |
| 2% | -2% | -11% | 7% | -1% | 0 | 18% | -13% | -8% | Cc1cc(S(=O)(=O)Nc2ccc(C(=O)NCC(C)(C)N3CCOCC3)cc2)ccc1F |
| 0% | 3% | 7% | 12% | -1% | -7 | 2% | -11% | 20% | CC(C)CN1CCN(Cc2cccc3cccnc23)CC1CCO (stereo unspecified) |
| 1% | 0% | 0% | -22% | -3% | 11 | 26% | -10% | 24% | CCN(CC(=O)NCc1ccc(F)cc1)CC(=O)Nc1ccc(Br)cc1F |
